# From PubChem
# D1 PAM – enhances dopamine response at the human D1 receptor; P21728; HEK293 TREx D1 cells, calcium flux, dopamine EC20 potentiation; potentiation, % at 10 µM; 0.036% of 360,000 active; AID 504651; in the data active means potentiation above about 30%; further: 0% is about no effect
# Target sequence (P21728 whole entry, looked up): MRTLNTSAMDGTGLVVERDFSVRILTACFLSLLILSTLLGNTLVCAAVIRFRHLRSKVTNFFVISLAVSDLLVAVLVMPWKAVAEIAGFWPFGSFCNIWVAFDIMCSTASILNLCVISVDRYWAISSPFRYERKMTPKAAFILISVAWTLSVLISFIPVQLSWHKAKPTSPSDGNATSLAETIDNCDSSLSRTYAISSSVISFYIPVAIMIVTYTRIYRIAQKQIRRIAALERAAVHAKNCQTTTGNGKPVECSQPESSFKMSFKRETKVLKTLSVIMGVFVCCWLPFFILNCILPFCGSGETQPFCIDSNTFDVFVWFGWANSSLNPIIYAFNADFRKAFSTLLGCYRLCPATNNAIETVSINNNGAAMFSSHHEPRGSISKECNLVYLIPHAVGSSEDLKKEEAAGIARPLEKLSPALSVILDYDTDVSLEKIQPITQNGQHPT
# D2 antagonist – antagonizes the human D2 dopamine receptor | inhibition, % at 10 µM | P14416 | HEK293 TREx D2 cells, calcium flux, dopamine EC80 | AID 485344 | 2% of 340,000 active; in the data active means inhibition above about 30%; further: 0% is about no effect
#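 Tetracycline-induced HEK293 T-REx cells expressing D2 force-coupled to calcium signalling were dye-loaded, exposed to compound for 180 s, then challenged with an EC80 of dopamine; calcium flux was followed kinetically for a further 180 s.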
# TRHR enhancer – allosteric enhancers of human TRH receptor; P34981; TRHR cells, fluo-8 calcium fluorescence, EC20 TRH enhancement; enhancement, % at 2 µM; 0.66% of 360,000 active; in the data active means enhancement above about 30%; further: 0% is about no effect
# Target sequence (P34981 whole entry, looked up): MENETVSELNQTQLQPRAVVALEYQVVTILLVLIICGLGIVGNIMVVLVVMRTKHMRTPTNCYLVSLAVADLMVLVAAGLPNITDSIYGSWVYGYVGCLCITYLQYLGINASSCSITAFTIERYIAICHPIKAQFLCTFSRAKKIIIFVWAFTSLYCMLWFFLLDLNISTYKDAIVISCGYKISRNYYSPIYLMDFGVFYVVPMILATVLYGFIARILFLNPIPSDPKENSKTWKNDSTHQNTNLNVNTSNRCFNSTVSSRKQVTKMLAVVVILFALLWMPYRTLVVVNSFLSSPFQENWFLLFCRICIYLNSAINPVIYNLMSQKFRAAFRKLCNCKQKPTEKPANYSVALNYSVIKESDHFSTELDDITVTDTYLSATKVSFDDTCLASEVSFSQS
#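 Enhancer read-out: after compound pinning and an initial kinetic agonist-mode read, an EC20 of TRH (10 nM final) was injected and fluo-8 calcium signal (Ex 480/Em 530) followed at 1 s/cycle for 100 cycles in TRHR-expressing cells.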
# D1 agonist – human D1 receptor agonism | P21728 | HEK293 T-REx D1 cells, calcium flux, agonist mode | activation, % at 2 µM | 1% of 360,000 active | AID 504660; further: 0% is about no effect
#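 Tetracycline-induced HEK293 TREx D1 cells, force-coupled to calcium signalling, were dye-loaded with a no-wash calcium kit. Compound was pin-added after a 10 s baseline. Fluorescence was read kinetically at 1 cycle/s for 180 s, with calcium rises flagged as agonism.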
# D2 ag – agonists of human D2 dopamine receptor | P14416 | HEK293 T-REx D2 cells, calcium flux agonist mode | activation, % at 2 µM | 0.53% of 340,000 active;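 active means activation over 3 SD above normal in the single-dose calcium agonist read, cut at about 30% in these data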; further: 0% is about no effect
#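 Tetracycline-induced HEK293 Trex cells with D2 receptor force-coupled to calcium signaling, plated overnight at 30 C and loaded with no-wash calcium dye. Calcium flux read kinetically for 180 s after compound addition; responses flag agonists.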
# D1 antag – antagonists of human D1 dopamine receptor | HEK293 TREx D1 cells, calcium flux, dopamine EC80; active compounds read low | activity change, negative = inhibition, % at 10 µM | 3.2% of 360,000 active; in the data active means activity change below about -30%; further: on the % scale 0 is the no-effect control and ±100 the full control effect
#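 Allosteric or orthosteric antagonism assessed as attenuation of the calcium response to EC80 dopamine, added 180 s after compound, in induced HEK293 Trex D1 cells loaded with no-wash calcium dye.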
# TRHR agonist – TRH receptor (human) agonism; P34981; TRHR cells, calcium flux fluo-8, FDSS agonist mode; activation, % at 2 µM; 0.18% of 360,000 active; AID 493084; further: 0% is about no effect
#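 Agonist-mode FDSS calcium read (Ex 480/Em 530, 1 s cycles) in 1536-well TRHR cells with fluo-8 dye, after 10-cycle baseline and 23 nL compound addition; TRH at EC20 (10 nM final) added afterwards for the enhancer phase.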
# RXFP1 antag – blocks the human relaxin receptor RXFP1 | activity change, negative = inhibition, % at 57.5 µM | AID 1259400 | 0.59% of 350,000 active | HEK293-RXFP1, relaxin-stimulated cAMP HTRF, 30 min; active compounds read low;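 active means activity change of -60% or lower, but not beyond a set lower limit; inconclusive means change between -60% and -40%, or beyond the set limit; inactive means change above -40%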; further: on the % scale 0 is the no-effect control and ±100 the full control effect
# D2 PAM – positively modulates the human D2 dopamine receptor allosterically. P14416. HEK293 T-REx D2, calcium flux, EC20 dopamine potentiation. potentiation, % at 10 µM. 0.34% of 340,000 active. AID 485347;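 active means potentiation over 3 SD above the plate norm, cut at about 30% in these data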; further: 0% is about no effect
#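 Calcium flux readout, no-wash dye, 1 read/s. Inducible HEK293 Trex D2 line, overnight 30 C. Compound alone 180 s (agonist flags), then EC20 dopamine, another 180 s to score potentiation.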
# Starred values were filed as active, the others as inactive; ? = inconclusive; . = not tested or not shown. Unless noted, no stated cut-off is given here; in the data, active means activation above about 30%; inactive means the rest. Random draw from the library; any-hit rate near 7.1%.
No.	SMILES	D1 PAM	D2 antagonist	TRHR enhancer	D1 agonist	D2 ag	D1 antag	TRHR agonist	RXFP1 antag	D2 PAM
1	O=S(=O)(c1ccc(Br)cc1)c1nc(-c2ccccc2)oc1N1CCOCC1	1	16	7	2	0.7	19	0.0	-15	14
2	Clc1ccc(-c2nnc(-c3ccco3)o2)cc1	-5	2	0	0	-0.4	8	-0.9	-5	8
3	O=C(C1CCCO1)N1CCN(S(=O)(=O)c2ccc(F)cc2)CC1 (centres undefined)	0	.	-1	2	.	-10	1.3	6	.
4	COc1ccc(CCN2C(=O)CC(NNC(=O)c3ccc(F)cc3)C2=O)cc1OC (centres undefined)	2	-5	-7	0	-0.2	12	0.0	.	9
5	Cc1ccc(C)c2[nH]c(=O)c(CCNC(=O)c3ccco3)cc12	-3	10	5	1	-1.2	-11	-0.6	-8	5
6	O=C(Cc1c(F)cccc1Cl)Nc1ccc(-n2cnnn2)cc1	-4	-2	5	3	-0.2	-11	-0.4	-20	3
7	O=C(O)CCC(=O)Nc1ccc(-n2ccc(C(F)(F)F)n2)cc1	-1	7	-3	2	-0.9	-12	0.6	-27	3
8	CCCCC(CC)CNC(=O)C1CC=CCC1C(=O)O (centres undefined)	-2	-2	-5	1	-0.6	5	-0.1	2	-1
9	Cc1cc(C)nc(-n2nc(C)cc2NC(=O)c2ccc3c(c2)OCO3)n1	3	3	2	1	-0.1	7	0.3	.	-2
10	O=C(CCN1C(=O)c2ccccc2C1=O)Nc1ccccn1	2	23	-2	0	0.3	4	0.0	-8	-3
11	S=C1NC2(CCCC2)N=C1c1ccccc1	-3	-4	1	2	0.3	-15	-0.2	-13	3
12	COc1ccc(NC(C)=O)cc1NC(=O)CN1CCN(c2ccc(F)cc2)CC1	2	.	0	1	1.9	-8	-0.3	-14	0
13	CCc1nnc(NC(=O)CSc2nccn2-c2cccc(C)c2C)s1	1	22	0	27	0.8	-8	-0.9	-14	6
14	COc1cc(/C=C(\C#N)C(=O)Nc2cccc3ncccc23)cc(OC)c1OC	-4	-2	15	1	17	9	1.2	10	2
15	COc1ccc(-n2c(Cc3cccn3C)nnc2SCC(=O)Nc2ccccc2C)cc1	3	9	-5	2	1.0	-1	-0.4	.	-3

# 10 of the compounds above, with two lines to a compound.
# Second line of a record – D1 PAM | D2 antagonist | TRHR enhancer | D1 agonist | D2 ag | D1 antag | TRHR agonist | RXFP1 antag | D2 PAM
1: O=S(=O)(c1ccc(Br)cc1)c1nc(-c2ccccc2)oc1N1CCOCC1
    1 | 16 | 7 | 2 | 0.7 | 19 | 0.0 | -15 | 14
2: Clc1ccc(-c2nnc(-c3ccco3)o2)cc1
    -5 | 2 | 0 | 0 | -0.4 | 8 | -0.9 | -5 | 8
3: O=C(C1CCCO1)N1CCN(S(=O)(=O)c2ccc(F)cc2)CC1 (centres undefined)
    0 | . | -1 | 2 | . | -10 | 1.3 | 6 | .
4: COc1ccc(CCN2C(=O)CC(NNC(=O)c3ccc(F)cc3)C2=O)cc1OC (centres undefined)
    2 | -5 | -7 | 0 | -0.2 | 12 | 0.0 | . | 9
5: Cc1ccc(C)c2[nH]c(=O)c(CCNC(=O)c3ccco3)cc12
    -3 | 10 | 5 | 1 | -1.2 | -11 | -0.6 | -8 | 5
6: O=C(Cc1c(F)cccc1Cl)Nc1ccc(-n2cnnn2)cc1
    -4 | -2 | 5 | 3 | -0.2 | -11 | -0.4 | -20 | 3
7: O=C(O)CCC(=O)Nc1ccc(-n2ccc(C(F)(F)F)n2)cc1
    -1 | 7 | -3 | 2 | -0.9 | -12 | 0.6 | -27 | 3
8: CCCCC(CC)CNC(=O)C1CC=CCC1C(=O)O (centres undefined)
    -2 | -2 | -5 | 1 | -0.6 | 5 | -0.1 | 2 | -1
9: Cc1cc(C)nc(-n2nc(C)cc2NC(=O)c2ccc3c(c2)OCO3)n1
    3 | 3 | 2 | 1 | -0.1 | 7 | 0.3 | . | -2
10: O=C(CCN1C(=O)c2ccccc2C1=O)Nc1ccccn1
    2 | 23 | -2 | 0 | 0.3 | 4 | 0.0 | -8 | -3

# Carrying on.
No.	SMILES	D1 PAM	D2 antagonist	TRHR enhancer	D1 agonist	D2 ag	D1 antag	TRHR agonist	RXFP1 antag	D2 PAM
16	COC(=O)[C@@H](Cc1c[nH]c2ccccc12)NC(=O)C1CCCN(S(=O)(=O)c2ccc(C)cc2)C1 (some centres undefined)	-7	-12	1	1	0.2	4	-0.9	4	-8
17	CCOc1ccc(/C=C2\SC(=O)N(CCNC(=O)CN3C(=O)NC4(CCCC4)C3=O)C2=O)cc1OC	1	1	3	2	0.9	11	0.0	-17	7
18	CCC(C)N(C(=O)c1csnn1)C(C(=O)NCc1ccc(F)cc1)c1ccccc1 (centres undefined)	-2	-9	-5	0	1.1	9	0.5	-8	-3
19	NC1=NC2(CCCCCC2)n2c(nc3ccccc32)N1	-6	-1	0	1	.	21	-0.3	0	-13
20	COC(=O)c1ccc(C(=O)OC)c(NC(=O)CN2CCN(c3ccccc3OC)CC2)c1	-2	-20	6	0	-0.8	11	0.4	-3	10
21	O=C(CCn1cccn1)NCc1ccc(Cl)cc1	1	.	-6	1	0.2	-26	-0.1	-3	-7
22	CCOC(=O)C1(Cc2ccccc2)CCCN(C(=O)c2cnn(CC)c2)C1 (centres undefined)	2	5	1	0	-0.2	-5	0.2	-21	5
23	CCCCOc1ccc(C(=O)NCC2(c3ccccc3)CCOCC2)cc1	-4	7	1	12	-0.2	-40*	-1.2	-21	5
24	COc1ccc(Cl)cc1S(=O)(=O)N1CCC(O)(c2ccc(Cl)cc2)CC1	0	-15	-2	5	0.3	-18	0.0	5	3
25	Cc1ccc(N2CC(NS(=O)(=O)c3cc(F)ccc3F)CC2=O)cc1C (centres undefined)	-1	9	1	16	0.2	-25	-0.3	-7	1
26	CCCn1nc(NS(=O)(=O)c2cccc3nonc23)c2cc3ccccc3nc21	-2	4	9	0	0.1	0	0.1	7	0
27	Cc1cc(NC(=O)CCC(=O)N(CCc2ccccc2)C(C(=O)NC2CCCC2)c2ccco2)no1 (centres undefined)	-5	4	-8	3	-1.0	7	-0.3	0	-6
28	CCOc1ccc(-c2[nH]ncc2-c2ccccc2)c(O)c1	-6	.	10	4	.	-20	0.3	5	.
29	COc1cc(C=O)ccc1OCC(=O)NC(C)(C)C	-3	-2	6	5	0.0	-1	-1.8	3	-8
30	CC(C)(C)n1ncc2c(=O)n(Cc3ccc(Cl)cc3)cnc21	-10	-8	-16	5	1.2	-27	0.9	5	13
31	COc1c(C)cc(C(=O)C2CCCN(C(=O)c3cccc(-n4cccn4)c3)C2)cc1C (centres undefined)	7	4	8	-1	-0.8	3	1.9	3	3
32	CC(=O)C1=C(C)NC(SCc2ccc(C#N)cc2)=C(C#N)C1c1ccco1 (centres undefined)	1	-2	14	4	-0.3	-12	-0.3	-4	1
33	O=C(CCNC(=O)c1ccco1)Nc1ccc(C(F)(F)F)cc1	-5	22	-8	0	-0.1	-15	-0.2	9	0
34	CC1(C)Cc2nc(Cl)c(C(=O)O)cc2CO1	-5	2	2	3	0.0	-23	0.2	8	-13
35	Cc1cc(C)cc(NC(=O)N2CCC(NC(=O)c3ccccc3C)CC2)c1	-7	2	1	2	-0.2	-28	0.1	0	2
36	COc1ccccc1NS(=O)(=O)c1ccc(C)c(NS(=O)(=O)c2cc(C(=O)O)cc(C)c2C)c1	-1	.	0	2	.	2	0.0	-8	.
37	COc1ccc(CN(C)C(=O)c2cc(-c3ccccc3)nc3ccc(C)cc23)c(OC)c1OC	-18	7	-4	8	-2.4	2	-1.7	-32	-5
38	COc1ccc(CCN(C)C(=O)c2cc(S(=O)(=O)N3CCCCC3)ccc2Cl)cc1OC	2	4	10	2	0.2	-1	-0.7	20	14
39	COc1ccc(-c2nc3c(s2)CCc2onc(-c4ccc(OC)cc4)c2-3)cc1	0	-2	17	2	2.5	-1	0.9	.	-8
40	COc1cccc(OC)c1C(=O)NC(=S)Nc1ccc2c(c1)OCCO2	-2	0	0	4	-1.5	0	-0.3	-8	7
41	COc1ccc(N(CCN2C(=O)c3ccccc3C2=O)C(=O)c2cccc([N+](=O)[O-])c2)cc1	-5	-13	4	8	5.2	-5	0.4	-4	11
42	COc1ccc(OC)c(NC(=O)COC(=O)Cn2nnc(-c3ccccc3)n2)c1	-4	5	11	1	-0.6	-13	-0.1	0	5
43	Cc1[nH]c(C)c(S(=O)(=O)N2CCN(c3cccc(Cl)c3)CC2)c1C(=O)N1CCCCC1	3	-3	-7	6	0.5	13	0.3	-20	-6
44	CC1=NN(C(N)=S)C(=O)C1N=Nc1ccccc1Cl (centres undefined)	-11	-9	-8	0	0.9	-3	-0.5	-3	6
45	CC(C)(C)OC(=O)N1CCCC1C(=O)NCCc1ccccc1 (centres undefined)	7	-18	0	2	0.7	2	1.0	4	2
46	CCN(CC)c1ccc(/C=N/NC(=O)CNC(=O)C2COc3ccccc3O2)c(O)c1 (centres undefined)	-9	-7	6	1	-1.8	5	-1.3	?	-14
47	CCOc1ccccc1CSc1nc2ccccc2[nH]1	-4	1	3	3	-0.9	-19	-0.7	-39	-6
48	Cc1ccc(C)c(N2CCN(C(=O)Cn3ncc4c(=O)oc5ccc(C)cc5c43)CC2)c1	-2	.	-5	3	-0.7	-5	-1.0	-6	15
49	COCCn1c(SCC(=O)NC2CCCCC2C)nnc1-c1ccncc1 (centres undefined)	.	.	-5	3	.	1	-1.2	-11	4
50	COc1ccc(CC(=O)Nc2ccc(C(=O)NC(C)(C)C)cc2)cc1	1	-21	-2	13	0.9	0	0.6	-13	-5
51	COc1cccc(NC(=O)Nc2cccc(C(=O)O)c2)c1	-5	7	0	2	-0.3	10	0.7	-8	8
52	Cc1cccnc1NC(=O)CCCNC(=O)c1ccc(Cl)cc1	-7	-7	0	2	-0.1	-7	-0.1	-9	-5
53	S=C1NCCOCCNC(=S)NCCOCCOCCN1	-1	-11	8	1	1.3	-2	0.0	-4	-7
54	CCCCNC(=O)[C@H](Cc1c[nH]c2ccccc12)NC(=O)c1ccccc1Cl	-5	-10	4	1	-2.2	-3	-0.9	8	-11
55	O=C(N/N=C\C=C\c1ccc2c(c1)OCO2)C1COc2cc3ccccc3cc2O1 (centres undefined)	-7	4	5	1	1.3	6	0.0	-9	15
56	COc1ccccc1/C=C/C=N/NC(=O)c1ccc(=O)n(C)c1	-1	-6	-1	1	-0.1	2	0.0	9	-5
57	COc1ccc(NC(=O)C(c2ccc(OC)cc2)N(C)C(=O)CC2NC(=O)NC2=O)cc1 (centres undefined)	0	8	6	2	0.9	4	0.3	-17	7
